Screening results (PubChem)
LDHA inh – inhibitors of human lactate dehydrogenase A. P00338. purified LDHA, NADH/diaphorase-resazurin fluorescence; stronger effect = lower value. activity change, % (values are at about 110 or 230 µM). 480,000 tested, 0.15% active. AID 1347041; in the data active means activity change below about -30%; inconclusive means mostly about -25% to -30%;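 further: plate controls were DMSO wells for no effect and wells without enzyme for full effect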
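Remaining NADH was detected by diaphorase (0.133 mg/mL) converting 37 µM resazurin to fluorescent resorufin, read at 0 and 20 minutes. The preceding 5-minute room-temperature reaction used 2 nM LDHA, 0.2 mM sodium pyruvate and 0.06 mM NADH at pH 7.4.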
Pol iota inh – blocks human DNA polymerase iota activity; Q9UNA4; Pol iota fluorescent replication assay, 10 min; Potency, µM (titrated, usually from 115 µM), without a hit: at the top dose activity, negative = inhibition, actives largely listed as inhibitors; 390,000 tested, 1% active; further: potency means the concentration at half of the fitted maximal effect
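Fluorescent replication assay read twice, at 0 min and 10 min after adding 50 nM (final) substrate. Enzyme (10 nM) and compounds were first incubated 15 min at room temperature; enzyme-free buffer wells were negative controls.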
Anesthetic bind – candidate novel general anesthetic via apoferritin binding; apoferritin/1-aminoanthracene competitive binding, fluorescence; Potency, µM (highest dose often 77.5 µM), inactives show top-dose activity change, negative = displacement, hits mostly inhibitors; P02791; 350,000 tested, 0.074% active; further: potency means the concentration at half of the fitted maximal effect; on the % scale 0 is the no-effect control and ±100 the full control effect; nearly all actives have a fitted effect of over 20% in size
Target sequence (P02791 2-175 limits assumed): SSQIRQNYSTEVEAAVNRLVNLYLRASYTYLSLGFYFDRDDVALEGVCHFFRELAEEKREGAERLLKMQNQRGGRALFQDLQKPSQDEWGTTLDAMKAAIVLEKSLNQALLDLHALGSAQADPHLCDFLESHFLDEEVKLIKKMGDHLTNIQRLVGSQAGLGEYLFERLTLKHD
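In PBS, apoferritin at 10 uM is loaded with 1-AMA from a 50% saturated solution. After 10 min of compound exposure at ambient temperature, reduced 535 nm fluorescence indicates probe displacement.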
Glioma ERSR ind – inducers of ER stress response in human glioma cells; U87-MG GRP78 promoter luciferase reporter, 16 h; AID 602332; Potency, µM, for inactives: at the highest dose activation, most hits filed as activators; 420,000 tested, 0.02% active; further: potency means the concentration at half of the fitted maximal effect; series mostly up to about 76 µM; % of control where 0% means no effect; nearly all actives have a fitted effect of over 35% in size
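Stably transfected U87-MG human glioma cells carrying a GRP78-based luminescent sensor were seeded at 1000 cells/well, pin-dosed with compounds and incubated 16 h. Luciferase reagent was then added, and end-point luminescence was read after 10 min at room temperature.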
Pol kappa inh – inhibitors of human DNA polymerase kappa; purified Pol kappa, fluorescent DNA synthesis assay, 10 min; Potency, µM (titrated, usually from 107 µM), inactives show at the top dose activity, negative = inhibition, usual class: inhibitors; 400,000 tested, 0.53% active; further: potency means the concentration at half of the fitted maximal effect; on the % scale 0 is the no-effect control and ±100 the full control effect
Target sequence (Q9UBT6 whole entry, looked up): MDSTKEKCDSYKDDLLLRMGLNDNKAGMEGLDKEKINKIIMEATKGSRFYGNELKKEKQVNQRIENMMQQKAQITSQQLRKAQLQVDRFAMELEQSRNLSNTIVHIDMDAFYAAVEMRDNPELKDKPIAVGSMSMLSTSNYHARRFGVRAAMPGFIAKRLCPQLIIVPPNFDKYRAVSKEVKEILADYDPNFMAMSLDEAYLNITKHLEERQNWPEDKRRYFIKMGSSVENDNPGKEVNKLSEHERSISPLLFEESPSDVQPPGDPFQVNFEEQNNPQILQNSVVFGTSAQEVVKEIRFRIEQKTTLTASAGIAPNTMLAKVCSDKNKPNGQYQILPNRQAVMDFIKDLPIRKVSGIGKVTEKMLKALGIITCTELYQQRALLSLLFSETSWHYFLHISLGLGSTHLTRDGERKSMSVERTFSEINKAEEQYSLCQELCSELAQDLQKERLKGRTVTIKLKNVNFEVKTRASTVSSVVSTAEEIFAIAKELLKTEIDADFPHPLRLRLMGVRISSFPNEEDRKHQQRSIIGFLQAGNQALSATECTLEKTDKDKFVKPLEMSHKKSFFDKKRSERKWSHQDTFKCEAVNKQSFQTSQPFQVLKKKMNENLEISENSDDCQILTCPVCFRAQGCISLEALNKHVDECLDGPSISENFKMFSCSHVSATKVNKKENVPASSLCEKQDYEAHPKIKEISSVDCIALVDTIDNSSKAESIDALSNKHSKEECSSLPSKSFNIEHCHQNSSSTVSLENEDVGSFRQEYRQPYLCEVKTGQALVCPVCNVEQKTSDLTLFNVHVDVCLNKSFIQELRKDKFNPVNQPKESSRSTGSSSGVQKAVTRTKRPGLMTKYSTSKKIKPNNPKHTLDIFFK
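Activity was followed as the change in fluorescence between reads at 0 and 10 min after starting the reaction with 50 nM substrate. Beforehand, 10 nM polymerase had been preincubated with compound for 15 min at room temperature.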
APEX1 inh – blocks human APE1 abasic DNA cleavage; P27695; Potency, µM (doses to about 65.8 µM), without a hit: top-dose activity change, negative = inhibition, most hits filed as inhibitors; recombinant APE1, TAMRA/BHQ-2 abasic DNA cleavage fluorescence; 350,000 tested, 0.35% active;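 further: potency means the concentration at half of the fitted maximal effect; plate controls were vehicle for no effect and reference inhibitor for full effect; nearly all actives have a fitted effect of over 55% in size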
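Step 1: APE1 (0.75 nM) with compound, 15 min RT. Step 2: add 50 nM fluorophore/quencher THF duplex. Step 3: three fluorescence reads 60 s apart (525/598 nm); read 3 minus read 1 = reaction progress.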
POLH inh – blocks human DNA polymerase eta activity; Q9Y253; recombinant Pol eta, fluorescent DNA replication assay; Potency, µM (titrated, usually from 114 µM), inactives show top-dose activity change, negative = inhibition, most hits filed as inhibitors; 390,000 tested, 1.2% active; further: potency means the concentration at half of the fitted maximal effect; on the % scale 0 is the no-effect control and ±100 the full control effect
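Pol eta (10 nM) was preincubated with compounds for 15 min at room temperature, after which fluorescent replication substrate (50 nM final) was added to start the reaction. Fluorescence was read kinetically at 0 and 10 min.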
POLB inh – inhibitors of human DNA polymerase beta; P06746; Pol beta primer extension/strand displacement, fluorescence kinetic; Potency, µM (titrated, usually from 114 µM), without a hit: top-dose activity change, negative = inhibition, usual class: inhibitors; 340,000 tested, 1.3% active; AID 485314; further: potency means the concentration at half of the fitted maximal effect; on the % scale 0 is the no-effect control and ±100 the full control effect
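Kinetic readout of DNA synthesis with strand displacement by Pol beta. Compound and 10 nM enzyme sit 15 min at room temperature; 50 nM substrate starts the reaction, read immediately and at 10 min.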
BLM inh – blocks DNA unwinding by human BLM helicase; P54132; recombinant BLM DNA unwinding, fluorescence dequenching; Potency, µM (titrated, usually from 56.1 µM), for the others: at the top dose activity change, negative = inhibition, usual class: inhibitors; 350,000 tested, 0.2% active;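 further: potency means the concentration at half of the fitted maximal effect; plate controls were vehicle for no effect and no enzyme for full effect; nearly all actives have a fitted effect of over 35% in size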
An asterisk follows results filed as active; ? = inconclusive; . = not tested or not shown; & = joins results of further samples; [ ] = remark or other dose. Unless noted, the call rests on the fitted dose curve; in most records, active means well fitted curve in the direction sought with a large enough effect; inconclusive means small, poorly fitted or top-dose-only effect, or another doubt; inactive means no such curve, though single readings can be large; an effect the other way counts as inactive or inconclusive. These rows are one share of the data; count on the stated rates, not on these rows.

Structure | LDHA inh | Pol iota inh | Anesthetic bind | Glioma ERSR ind | Pol kappa inh | APEX1 inh | POLH inh | POLB inh | BLM inh
CC1(c2nnc(-c3ccc(F)cc3)o2)CC(c2c(Cl)cccc2Cl)=NO1 (stereo not given) | 0 | -7% | -5% | -3% | -10% | 1% | -10% | 4% | -5%
CC(C)C(C(=O)Nc1nccs1)c1ccc(Cl)cc1 (stereo not given) | 0 | 53%[activator] | -10% | -1% | -4% | -5% | -14% | -19% | -7%
O=C(O)c1ccc(Cl)c(S(=O)(=O)NC(Cc2c[nH]c3ccccc23)C(=O)O)c1 (stereo not given) | -4 | 11% | -5% | 2% | -32% | -12% | ? | -14% | -8%
N#Cc1c(C(F)(F)F)cc(-c2ccc(F)cc2)[nH]c1=O | -4 | 13% | 9% | 3% | -13% | -2% | -2% | 5% | 3%
Cc1ccc(-n2c(-c3cc(-c4ccco4)[nH]n3)n[nH]c2=S)c(Br)c1 | -4 | 135%[activator] | -2% | -6% | -7% | 7% | -11% | -10% | -12%
COC(=O)CNC(=O)C1CC(=O)N(CCc2ccc(F)cc2)C1 (stereo not given) | -2 | 110%[activator] | -1% | -1% | -11% | 15% | 10% | 3% | -6%
Cc1ccccc1/C=C/C(=O)NCC(=O)N1CCC(N(C)C2CCCCC2C)CC1 (stereo not given) | -3 | -23% | -6% | -5% | -7% | 19% | -18% | -4% | 5%
CCOC(=O)c1c(C)[nH]c(C)c1S(=O)(=O)N1CCCC(C(=O)Nc2ccc(C)c(N(C)C)c2)C1 (stereo not given) | -7 | 22% | 1% | -1% | 13% | . | -9% | 28% | -4%
COc1cc(NC(=O)c2cncc(-c3ccc(C#N)cc3)c2)cc(C(=O)Nc2cccc(C(F)(F)F)c2)c1 | -2&-1 | -6% | -11% | 1%&-5% | 6% | -4% | 8%&-3% | -2% | -7%
C#CC(C)(CC)NC(=O)c1cc2nc(C3CC3)cc(C(F)(F)F)n2n1 (stereo not given) | -2 | 14% | ? | 1% | -23% | 2% | -7% | 2% | -17%
CCOCCCNC(=O)CSc1ccccc1 | -15 | 22% | -15% | -6% | -12% | -1% | -5% | -15% | -1%
Cc1ccc(-c2nn(-c3ccccc3)cc2/C=C(\C#N)c2cccc(C#N)c2)o1 | 2 | 19% | -5% | 0% | -9% | -2% | -11% | -2% | -5%
COc1ccc(-c2[nH]ncc2CN(CC2CCC(=O)N2)C(C)C)cc1F (stereo not given) | 2 | 47%[activator] | -5% | -4% | 8% | 1% | -15% | 23% | -2%
Cc1cccc(N2CCN(C(=O)c3ccc(Cl)c(NC4=NC5CS(=O)(=O)CC5S4)c3)CC2C)c1 (stereo not given) | -5 | 4% | -16% | -2% | -8% | -2% | -9% | 21% | -1%
CC(C)Oc1ccc(C(=O)Nc2ccc(N3CCN(C(=O)c4ccco4)CC3)cc2)cc1 | -2 | -3% | 3% | -6% | -12% | 26% | -15% | 24% | -7%
CSCC[C@H](NC(=O)N1CCn2c1nc1ccccc12)C(=O)N[C@H](Cc1ccccc1)C(=O)O | -2 | ? | -10% | -2% | -2% | 4% | -2% | 28% | 0%
COc1cc2oc(=O)cc(C)c2c(OC)c1OC | -5 | 17% | -13% | -2% | -15% | 1% | 7% | -1% | 0%
CCOc1ccc(C(=O)OCC(=O)N(Cc2ccccc2)Cc2ccccc2)cc1OC | 0 | 0% | . | -1% | -2% | -17% | -24% | . | .
Cc1ccc(S(=O)(=O)C(CNC(=O)c2ccc(C(F)(F)F)cc2)c2ccco2)cc1 (stereo not given) | -15 | -16% | ? | -1% | 2%[60.1 µM] | . | -3% | ? | -5%
COc1ccc(CC(=O)O/N=C(\N)c2ccccc2)cc1OC | -8 | 78%[activator] | -5% | 15% | -25% | -10% | -20% | 2% | -4%
COC(=O)c1cc2oc3ccccc3c2n1Cc1c(F)cccc1Cl | -20 | 0% | -12% | . | -11% | . | . | 1% | -5%
O=C(NCc1ccco1)Nc1cccs1 | 0 | ? | -17% | 4% | 1% | -5% | -10% | -2% | -9%
COc1ccc(-c2sc3cc4c(cc3c2-c2ccc(OCCN3CCCCC3)cc2)OCO4)cc1 | -9 | -11% | . | -1% | -21% | -10% | -3% | . | .
COC(=O)c1ccc(CSc2nnc3nc(C)cc(C)n23)cc1 | -11 | 124%[activator] | -13% | -3% | -11% | 1% | -21% | 21% | 1%
CCn1c(SCc2c(F)cccc2Cl)nc(=O)c2c(C(=O)OC)cc(C3CC3)nc21 | -5 | -9% | ? | -4% | -8%[60.1 µM] | . | 16% | 3% | -9%
COc1ccc(Nc2ccc(N3C(=O)CC(C)C3=O)cc2[N+](=O)[O-])cc1OC (stereo not given) | 13 | 13% | ? | -1% | 5% | 1% | -9% | -22% | -3%
O=C(NCc1cccnc1)c1cccs1 | -6 | 137%[activator] | -5% | -3% | 5% | -5% | -19% | 4% | -2%
CCc1ccc2oc(-c3ccc(NC(C)=O)cc3)nc2c1 | -5 | 128%[activator] | ? | -2% | -20% | 18% | -11% | ? | -5%
CN(C(=O)COC(=O)CCc1nc2ccccc2c(=O)[nH]1)C1CCS(=O)(=O)C1 (stereo not given) | -3 | -7% | -4% | -4% | 0% | 3% | -8% | -11% | -6%
CC(=O)c1cccc(S(=O)(=O)N2CCCC(c3nc4c(nnn4Cc4ccc(C)cc4)c(=O)[nH]3)C2)c1 (stereo not given) | -9 | 17% | 4% | 0% | -15% | 48%[12.4 µM] | 3% | -19% | -3%
CN(C)c1ccc(N=Nc2ccc3ncccc3c2)cc1 | -8 | 38%[activator] | . | -4% | 7% | . | -12% | . | .
COc1ccc(CN2CNc3c(c(=O)n(C)c(=O)n3C)C2)cc1 | 0 | -9% | 2% | -3% | -10% | 4% | -11% | 0% | -1%
CCn1cc(/C=C(\NC(=O)c2cc(OC)c(OC)c(OC)c2)C(=O)NCCCn2ccnc2)c2ccccc21 | 4 | 9% | -13% | -1% | 0% | . | -5% | 25% | -9%
O=C(CSc1nc2c(cnn2-c2ccc(F)cc2)c(=O)[nH]1)N1CCCCC1 | -4 | 26% | 0% | 0% | -12% | -3% | -17% | -2% | 4%
Cc1ccc(C(=O)Nc2ccccc2C(=O)NCc2ccccc2)cc1 | -3 | ? | 1% | 5% | -2% | 1% | -16% | 3% | 2%
CC(C)(C)OC(=O)N1CCC(c2c(C(=O)NCCc3ccccc3)cnn2-c2ccc(F)cc2)CC1 | 2 | 4% | ? | 1% | -7% | . | -5% | 2% | -4%

Not a retest: an excerpt of the list.
Structure | LDHA inh | Pol iota inh | Anesthetic bind | Glioma ERSR ind | Pol kappa inh | APEX1 inh | POLH inh | POLB inh | BLM inh
CCc1ccc2oc(-c3ccc(NC(C)=O)cc3)nc2c1 | -5 | 128%[activator] | ? | -2% | -20% | 18% | -11% | ? | -5%
CN(C(=O)COC(=O)CCc1nc2ccccc2c(=O)[nH]1)C1CCS(=O)(=O)C1 (stereo not given) | -3 | -7% | -4% | -4% | 0% | 3% | -8% | -11% | -6%
CC(=O)c1cccc(S(=O)(=O)N2CCCC(c3nc4c(nnn4Cc4ccc(C)cc4)c(=O)[nH]3)C2)c1 (stereo not given) | -9 | 17% | 4% | 0% | -15% | 48%[12.4 µM] | 3% | -19% | -3%
CN(C)c1ccc(N=Nc2ccc3ncccc3c2)cc1 | -8 | 38%[activator] | . | -4% | 7% | . | -12% | . | .
COc1ccc(CN2CNc3c(c(=O)n(C)c(=O)n3C)C2)cc1 | 0 | -9% | 2% | -3% | -10% | 4% | -11% | 0% | -1%
CCn1cc(/C=C(\NC(=O)c2cc(OC)c(OC)c(OC)c2)C(=O)NCCCn2ccnc2)c2ccccc21 | 4 | 9% | -13% | -1% | 0% | . | -5% | 25% | -9%
O=C(CSc1nc2c(cnn2-c2ccc(F)cc2)c(=O)[nH]1)N1CCCCC1 | -4 | 26% | 0% | 0% | -12% | -3% | -17% | -2% | 4%
Cc1ccc(C(=O)Nc2ccccc2C(=O)NCc2ccccc2)cc1 | -3 | ? | 1% | 5% | -2% | 1% | -16% | 3% | 2%
CC(C)(C)OC(=O)N1CCC(c2c(C(=O)NCCc3ccccc3)cnn2-c2ccc(F)cc2)CC1 | 2 | 4% | ? | 1% | -7% | . | -5% | 2% | -4%

(continued)
Structure | LDHA inh | Pol iota inh | Anesthetic bind | Glioma ERSR ind | Pol kappa inh | APEX1 inh | POLH inh | POLB inh | BLM inh
C=CC[C@H](CC(=O)N[C@H](CO)Cc1ccccc1)C(=O)N[C@@H](COC(=O)[C@@H](CC=C)Cc1ccc(F)cc1)Cc1c[nH]c2ccccc12 | -11 | 1% | . | -6% | -3% | -1% | -8% | . | .
COc1ccc(C(=O)NCC(=O)N/N=C(\C)Cc2ccccc2)cc1 | -1 | -10% | ? | -7% | -4% | 40% | -12% | 7% | -3%
CCCNc1nc(N2CCOCC2)nc(N2CCOCC2)n1 | 4 | 36%[activator] | -5% | -6% | -7% | 1% | -18% | -7% | 0%
COc1ccc(CC(=O)NC(C)c2nnc(SCC(=O)Nc3ccccc3)n2C)cc1 (stereo not given) | 2 | 9% | -4% | 0% | 5% | -1% | 1% | 2% | -2%
COc1ccc(C2=NOC3(CC(=O)N(c4ccc(Cl)cc4)C3=O)C2)c(OC)c1 (stereo not given) | -1 | 15% | -14% | 0% | -3% | -5% | -18% | 6% | -5%
CCOC(=O)CCNC(=O)CCNC(=O)C(c1ccccc1)c1ccccc1 | -7 | -11%[58.9 µM] | 4% | -3% | -4% | 3% | -17% | 18% | 0%
